# TDP-43 yeast inh – TDP-43 toxicity inhibition in yeast; AID 652104; Potency, µM (doses to about 46.1 µM), without a hit: at the highest dose growth rescue (activation), actives largely listed as activators; TDP-43 expressing yeast growth rescue, BacTiter-Glo, 24 h; actives 1.8% (n = 410,000); note: % of control where 0% means no effect; nearly all actives have a fitted effect of over 50% in size
#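 Cell-based yeast growth screen: TDP-43 expression induced in galactose, inoculum OD600=0.02 after raffinose pregrowth to mid-log. Read-out BacTiter-Glo luminescence at 24 hr, 30 deg C; inhibition of toxicity seen as signal increase.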
# KB-3-1 cytotox – kills parental KB-3-1 adenocarcinoma cells; actives 1.4% (n = 400,000); Potency, µM (top dose mostly 46.1 µM), inactives show at the top dose activity change, negative = cytotoxic, hits mostly cytotoxic; KB-3-1 viability, CellTiter-Glo ATP luminescence, 72 h; note: % is set by controls: 0 for no effect and ±100 for the full control effect; nearly all actives have a fitted effect of over 60% in size
#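 Luminescent ATP read-out (CellTiter-Glo) measures survival of drug-naive KB-3-1 cells after 72 h compound exposure at 37 °C. Titration series was screened from lowest to highest concentration, with DMSO vehicle plates as background controls.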
# HEK293 tox – cytotoxic in the GLP-1 receptor inverse agonist counter-screen; Potency, µM (titrated, usually from 38.3 µM), for the others: at the top dose activity change, negative = inhibition, usual class: inhibitors; HEK293 cAMP-luciferase reporter cells, luminescence, 24 h; actives 0.13% (n = 410,000);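 note: loss of luciferase light is scored as toxicity; % is set by controls: 0 for no effect and ±100 for the full control effect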
#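 A 23 nL compound transfer followed 12 hours of cell culture at 37 deg C; exposure then lasted 24 hr. Luciferase assay detection reagent was dispensed and plates read for luminescence after a 12 min room-temperature wait.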
# GLP1R inv ag – inverse agonists of human GLP-1 receptor | P43220 | HEK293 GLP-1R CRE-luciferase, luminescence, 24 h; GLP-1R form is constitutively active | Potency, µM (doses to about 38.3 µM), without a hit: at the top dose activity change, negative = inhibition, hits mostly inhibitors | actives 1.6% (n = 410,000); note: % is set by controls: 0 for no effect and ±100 for the full control effect; nearly all actives have a fitted effect of over 55% in size
# Target sequence (P43220 whole entry, looked up): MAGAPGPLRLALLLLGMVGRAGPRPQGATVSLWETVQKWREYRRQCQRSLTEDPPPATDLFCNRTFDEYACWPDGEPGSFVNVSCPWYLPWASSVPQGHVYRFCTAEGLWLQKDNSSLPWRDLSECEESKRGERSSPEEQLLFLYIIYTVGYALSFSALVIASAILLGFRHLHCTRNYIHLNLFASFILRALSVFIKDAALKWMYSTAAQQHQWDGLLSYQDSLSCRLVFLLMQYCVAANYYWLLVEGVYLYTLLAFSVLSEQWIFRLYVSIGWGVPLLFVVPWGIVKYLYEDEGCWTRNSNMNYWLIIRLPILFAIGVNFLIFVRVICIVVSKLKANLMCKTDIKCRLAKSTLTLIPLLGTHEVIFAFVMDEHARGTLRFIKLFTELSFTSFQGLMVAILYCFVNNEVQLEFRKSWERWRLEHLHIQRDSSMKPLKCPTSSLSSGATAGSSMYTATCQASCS
#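 Readout was luciferase luminescence, measured 12 min after detection reagent at room temperature. Beforehand, GLP-1R reporter HEK293 cells had sat 12 h, then received compounds for 24 hr at 37 deg C.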
# KB-V1 MDR tox – kills drug-selected multidrug resistant KB-V1 cells | Potency, µM (top dose mostly 46.1 µM), for the others: at the top dose activity change, negative = cytotoxicity, actives largely listed as cytotoxic | KB-V1 MDR cells viability, CellTiter-Glo, 72 h | actives 3.4% (n = 400,000); note: % is set by controls: 0 for no effect and ±100 for the full control effect; nearly all actives have a fitted effect of over 60% in size
#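 In this primary screen, KB-V1 cells overexpressing P-gp are incubated with library compounds (lowest to highest concentration) for 72 h at 37 degrees C before a luminescent ATP viability read.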
# SW480 rereplic – inducers of DNA re-replication in SW480 colon cancer cells. actives 1.8% (n = 340,000). SW480 DNA re-replication, Hoechst DNA content imaging, 48 h. AID 624297. Potency, µM (series often up to 46.1 µM), for inactives: top-dose re-replication activation, actives largely listed as activators; note: % of control where 0% means no effect; nearly all actives have a fitted effect of over 55% in size
#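 Compounds, transferred as 23 nL by pin tool, were incubated with cells for 48 hr; DNA content per nucleus was then quantified by Hoechst staining and fluorescence plate imaging.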
# HT1080NT lethal – kills 2HG-producing HT-1080-NT fibrosarcoma cells. Potency, µM (doses to about 46.1 µM), without a hit: at the highest dose activity, negative = less viability, hits mostly cytotoxic. HT-1080-NT fibrosarcoma viability, CellTiter-Glo ATP luminescence, 48 h. actives 1.6% (n = 360,000);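 note: NT is the 2HG producing partner of a matched IDH1 knockdown line; 0% = DMSO-treated cells and -100% = media-only wells without cells; nearly all actives have a fitted effect of over 55% in size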
#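 Read-out is CellTiter-Glo luminescence after 10 minutes at room temperature, following 48 hours' compound treatment of HT-1080-NT cells (750 cells/well, RPMI, 5% FBS, 37 degrees C).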
# GLP1R ag – agonists of human GLP-1 receptor; P43220; HEK293 GLP-1R CRE-luciferase, luminescence, 4-6 h; cells express a hypersensitive GLP-1R form; Potency, µM (titrated, usually from 45.6 µM), for inactives: at the highest dose activation, most hits filed as activators; actives 0.007% (n = 380,000); AID 624172; note: % of control where 0% means no effect
# HT1080 IDH1KD tx – kills HT-1080 cells with IDH1 knockdown. HT-1080 IDH1 knockdown viability, ATP luminescence, 48 h. Potency, µM (titrated, usually from 46.1 µM), without a hit: at the top dose activity, negative = toxicity, most hits filed as cytotoxic. actives 2% (n = 360,000). AID 686971;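 note: 0% = DMSO wells and -100% = cell-free medium wells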
#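 Luminescent ATP read-out (CellTiter-Glo, 10 min at room temperature) after 48 h compound exposure at 37 °C gave viability of IDH1-knockdown HT-1080 cells. Activity was normalised to DMSO and cell-free wells, then fitted as concentration-response curves.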
# * marks the source's active call; other numbers are inactive results; ? = inconclusive; . = not tested or not shown; [ ] = dose if it differs, or a comment. Calls come from the whole dose curve; as a rule, active = well fitted curve in the direction sought with a large enough effect; inconclusive = small, poorly fitted or top-dose-only effect, or another doubt; inactive = no such curve, though single readings can be large; an effect the other way counts as inactive or inconclusive. Potency is the fitted concentration of half-maximal effect.
[1] COc1ccc(CCNC(=O)Cn2nnc(-c3cccs3)n2)cc1OC
[2] CCN(CC)C(c1ccc(C)cc1)c1nnnn1C1CCCCC1 (centres undefined)
[3] CCCOc1ccc(C2c3c(-c4c(C)cc(C)cc4O)n[nH]c3C(=O)N2CCO)cc1 (centres undefined)
[4] Cc1sc(NC(=O)c2ccccc2F)c(CN2CCCCC2)c1C
[5] CC1(C)NC(=O)N(CCCCOc2ccc3ccccc3c2Cl)C1=O
[6] Nc1n[nH]c2ccccc12
[7] COc1ccccc1C(=O)NC(=O)COC(=O)CNC(=O)c1ccc(Cl)cc1Cl
[8] Cc1ccc(Sc2nc(-c3ccccc3)nnc2C(F)(F)F)cc1
[9] Cc1ccc(C)c(OCc2nnc(NC(=O)c3ccc4c(c3)OCO4)s2)c1
[10] CC(=O)c1ccc(N2CCN(CC(=O)NC(=O)NCc3ccccc3)CC2)cc1

assay / entry | 1 | 2 | 3 | 4 | 5 | 6 | 7 | 8 | 9 | 10
TDP-43 yeast inh | -7% | -7% | 13% | -6% | 0% | 12% | 10% | 15% | 0% | 6%
KB-3-1 cytotox | -10% | ? | 3% | ? | ? | 0% | 2% | 2% | 19% | -6%
HEK293 tox | -9% | 0% | 15% | -5%[1.53 µM] | -25% | 6% | 4% | -7% | 3% | 20%
GLP1R inv ag | -8% | -1% | 7% | 2% | 0% | 11% | 13% | 0% | -1% | 18%
KB-V1 MDR tox | -9% | 13µM* | -20% | ? | 21µM* | 0% | -2% | -2% | -1% | 6%
SW480 rereplic | -11% | 9% | . | -3% | 4% | -2% | -3% | ? | -13% | 27%
HT1080NT lethal | -2% | 3% | . | 4% | ? | 1% | 2% | 0% | ? | 1%
GLP1R ag | 0% | 0% | . | -1% | 19% | 1% | -7% | 1% | 6% | -6%
HT1080 IDH1KD tx | -14% | 0% | . | 4% | 10µM* | -3% | 4% | 9% | ? | -3%

# Sorted by value in GLP1R ag (descending): some entries from above.
No.	canonical_smiles	GLP1R ag
9	Cc1ccc(C)c(OCc2nnc(NC(=O)c3ccc4c(c3)OCO4)s2)c1	6%
6	Nc1n[nH]c2ccccc12	1%
4	Cc1sc(NC(=O)c2ccccc2F)c(CN2CCCCC2)c1C	-1%

# (next part)
[11] c1csc(-c2ccc(N3CCOCC3)nn2)c1
[12] NNc1nc2c(F)cccc2s1
[13] COc1ccc(NC(=O)c2ccccc2N(Cc2ccccc2)S(C)(=O)=O)c(OC)c1
[14] CCNc1nc(C)nc2c1oc1ccccc12
[15] O=S(N1CCc2ccccc21)C12CC3CC(CC(C3)C1)C2 (centres undefined)
[16] CCNc1nc(NCC)n2c(SCC(=O)c3ccccc3F)nnc2n1
[17] Cc1cccc(NC(=O)CSc2nnc(-c3ccco3)o2)c1
[18] C/C(=C1/SC(N2CCOCC2)=NC1=O)c1ccc(Cl)cc1
[19] Cc1nc2c3ccccc3[nH]c(=O)n2n1
[20] CC(C)(C)/C=N/NC(=O)C1CC1

assay / entry | 11 | 12 | 13 | 14 | 15 | 16 | 17 | 18 | 19 | 20
TDP-43 yeast inh | -1% | 10% | 11% | -17% | ? | 25% | 0% | -28% | -11% | 2%
KB-3-1 cytotox | ? | ? | -2% | -2% | -10% | 4% | 16% | -12% | 3% | 4%
HEK293 tox | 2% | -28% | -7% | -4% | 4% | -18% | -5% | -1% | -8% | 6%
GLP1R inv ag | ? | -23% | 9% | 52%[activator] | ? | 20% | 1% | 6% | 0% | 12%
KB-V1 MDR tox | ? | ? | -8% | 0% | ? | 21% | -3% | 0% | 25% | 13%
SW480 rereplic | -6% | ? | 13% | -8% | 1% | -6% | 1% | -4% | 4% | ?
HT1080NT lethal | ? | -22% | 4% | 0% | -24% | -9% | 15% | 5% | -2% | 10%
GLP1R ag | -1% | -20% | 2% | 14% | 8% | 8% | -3% | 0% | -7% | 6%
HT1080 IDH1KD tx | ? | 3% | -17% | -7% | -20% | -8% | 9% | -13% | -3% | 17%

[21] CC(=O)Nc1cccc(Oc2ccc([N+](=O)[O-])cc2Cl)c1
[22] CN(C1CCCCC1)S(=O)(=O)c1ccc2c(c1)c(=O)c(C(=O)N1CCN(c3ccc(F)cc3)CC1)cn2C
[23] COc1ccccc1-c1csc(C(C)(O)c2ccccc2)n1 (centres undefined)
[24] CCOC(=O)C1=C(c2ccccc2)OC(N)=C(C#N)C1c1cccs1 (centres undefined)
[25] Cc1ccc(S(=O)(=O)N2CCN(C(=O)COC(=O)COc3cccc4c3OC(C)(C)C4)CC2)cc1
[26] CCN(CC)c1ccc(/C=N/NC(=O)CC(C)C)cc1
[27] C=C(C)CNC(=S)N/N=C\c1ccc2c(c1)OCO2
[28] C[C@@H]1CN([C@H](C)CO)C(=O)c2cc(Br)cnc2O[C@H]1CN(C)Cc1ccccc1
[29] O=C(CCc1ccccc1)Nc1cccc(S(=O)(=O)N2CCOCC2)c1
[30] CN1CCN(S(=O)(=O)c2cccc(C(=O)NCc3ccccc3Cl)c2)CC1

assay / entry | 21 | 22 | 23 | 24 | 25 | 26 | 27 | 28 | 29 | 30
TDP-43 yeast inh | -15% | -1% | -3% | -3% | -20% | 3% | ? | 23% | 3% | -6%
KB-3-1 cytotox | 4% | ? | 0% | 10% | -5% | 5% | -14% | -4% | 6% | 2%
HEK293 tox | 7% | 15% | 3% | 3% | -8% | 3%[0.307 µM] | ? | -1% | 4% | -1%[0.307 µM]
GLP1R inv ag | 9% | 10% | ? | 0% | 8% | -5%[0.307 µM] | ? | 2% | 14% | 0%[0.307 µM]
KB-V1 MDR tox | 26% | 10% | -3% | ? | -8% | -4% | -15% | -23% | 13% | ?
SW480 rereplic | 3% | . | . | -7% | -3% | 0% | 27% | . | 4% | -1%
HT1080NT lethal | -12% | . | -3% | -2% | -10% | -7% | ? | -1% | 10% | -4%
GLP1R ag | 11% | . | -4% | 12% | 4% | 14% | 3% | -2% | -5% | 3%
HT1080 IDH1KD tx | -7% | . | -5% | ? | -6% | -12% | 1% | -2% | 5% | -10%

[31] Cc1ccc(CN(C#N)c2nc(C)cc(C)n2)cc1
[32] CN(CC(=O)Nc1ccccc1Cl)C(=O)c1ccc(-c2cccc(C(F)(F)F)c2)o1
[33] Cn1c(-c2cccc([N+](=O)[O-])c2)cnc1NCc1cccc(F)c1
[34] C/C(=N\Nc1ncnc2sc(C)c(C)c12)c1ccccn1
[35] COc1ccc(CNC(=O)COc2ccc(S(=O)(=O)N3CCCCC3)cc2Cl)cc1
[36] CCOC(=O)c1c[nH]c(=S)n(-c2ccccc2)c1=O
[37] COc1ccccc1NC(=O)C1CCN(S(=O)(=O)c2ccc3c(c2)CC(C)N3C(C)=O)CC1 (centres undefined)
[38] O=C(COc1cccc(C(F)(F)F)c1)N1CCN(c2ccc(O)cc2)CC1
[39] Cc1ccc2cc3c(NC(=O)c4cccnc4)nn(C)c3nc2c1
[40] O=C(NCCn1cccn1)C1CCC(=O)N(CCc2ccc(Cl)cc2)C1 (centres undefined)

assay / entry | 31 | 32 | 33 | 34 | 35 | 36 | 37 | 38 | 39 | 40
TDP-43 yeast inh | 35µM* | 23% | -19% | ? | -13% | 3% | -11% | 0% | 2% | -5%
KB-3-1 cytotox | 14% | 1% | -2% | ? | ? | 24% | -20% | -5% | ? | -10%
HEK293 tox | -2% | -1% | -16% | 192%[activator] | 15% | -8% | -7% | -17% | 7% | -1%
GLP1R inv ag | -4% | ? | ? | ? | ? | 13% | 45%[activator] | ? | 9% | 1%
KB-V1 MDR tox | 11% | -20% | -13% | ? | ? | ? | -1% | ? | -29% | -4%
SW480 rereplic | -4%[9.22 µM] | 3% | -3% | ? | -4% | -4% | 6% | -6% | 9% | 1%
HT1080NT lethal | 0% | -18% | -5% | 0.92µM* | ? | 12% | 1% | -22% | 6% | 10%
GLP1R ag | 0% | 22% | -5% | 4% | -1% | -4% | 3% | 1% | 10% | -5%
HT1080 IDH1KD tx | 3% | -8% | -3% | 0.52µM* | ? | ? | -1% | ? | -3%[9.24 µM] | 5%

# Taken from above.
# In GLP1R ag, O=C(COc1cccc(C(F)(F)F)c1)N1CCN(c2ccc(O)cc2)CC1 is listed with 1%
# In HEK293 tox, Cc1ccc(CN(C#N)c2nc(C)cc(C)n2)cc1 is listed with -2%

# Remaining list, next part:
[41] O=C(Cc1ccccc1)N1CCC(c2ccccc2)C1 (centres undefined)
[42] Cc1cc(-c2n[nH]c(=S)o2)c(C)n1-c1ccccc1
[43] CC12CCC(c3c(C(=O)N4CCOCC4)nn(-c4ccccc4)c31)C2(C)C (centres undefined)
[44] CNC(=S)N(CCc1c(C)[nH]c2ccc(Cl)cc12)Cc1cc(OC)c(OC)c(OC)c1
[45] CCc1ccc(-n2c(SCc3cc(=O)n4cc(Br)ccc4n3)nc3[nH]ncc3c2=O)cc1
[46] NNC(=O)c1cc2cc(OC(F)(F)F)ccc2[nH]1
[47] O=c1nccc(Nc2ccccc2)[nH]1
[48] O=C(COC(=O)c1cc(=O)[nH]c(=O)[nH]1)NCc1ccccc1
[49] CN(C)CCCNC1=CC(=O)OC12CCCCC2

assay / entry | 41 | 42 | 43 | 44 | 45 | 46 | 47 | 48 | 49
TDP-43 yeast inh | 18% | -47%[inhibitor] | 7% | 20% | 0% | 0% | 3% | 9% | 6%
KB-3-1 cytotox | -10% | 2% | -4% | ? | 37% | -4% | 0% | 21% | 13%
HEK293 tox | 17% | 4% | 17% | -23% | -22% | -18% | 0% | -3% | -12%
GLP1R inv ag | 9% | 0% | 15% | ? | ? | -20% | 13% | -10% | -1%
KB-V1 MDR tox | -5% | 7% | -24% | ? | ? | -10% | -18% | 0% | 0%
SW480 rereplic | -10% | 3% | -4% | 26µM* | ? | -9% | 1% | -3% | -2%
HT1080NT lethal | 20% | 1% | 18% | ? | ? | -17% | -1% | 3% | 3%
GLP1R ag | -1% | -17% | 4% | 6% | 14% | 0% | 2% | 2% | 5%
HT1080 IDH1KD tx | 3% | ? | 22% | -23% | 18µM* | -23% | 7% | 3% | 8%

# Bioassay records from PubChem BioAssay.
